Screening data (PubChem)
MCF10A rerep – DNA re-replication induction in MCF 10a cells; MCF 10A DNA re-replication, Hoechst nuclear intensity, 48 h; Potency, µM (series often up to 46.1 µM), inactives show at the top dose activity, positive = re-replication, hits mostly activators; 350,000 compounds, 2.9% hits; AID 624296; note: % of control where 0% means no effect; nearly all actives have a fitted effect of over 50% in size
S2 tox – cell viability loss in ATXN counter-screen; S2 cells (HEK-293 line with an ATXN2-luciferase reporter) viability, CellTiter-Fluor protease fluorescence, 24 h; Potency, µM (highest dose often 56.7 µM), actives largely listed as cytotoxic; 400,000 compounds, 0.49% hits; AID 651635; note: nearly all actives have a fitted effect of over 40% in size
Nrf2 ARE act – activates Nrf2 signaling; 410,000 compounds, 0.31% hits; AID 624171; Potency, µM (doses to about 46.1 µM), for the others: top-dose activation, usual class: activators; AREc32 ARE-luciferase reporter (MCF7-derived line), luminescence, 24 h; note: % of control where 0% means no effect; nearly all actives have a fitted effect of over 65% in size
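Each well held 1000 AREc32 cells, which were incubated with compound for 24 hr at 37 deg C after overnight attachment, and ARE reporter activity was quantified by firefly luciferase luminescence.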
A549 viability – A549 cytotoxicity, counter-screen for Nrf2 inhibitors; A549 ARE-Fluc cells, CellTiter-Fluor viability, 18-24 h; Potency, µM (doses to about 46 µM), for the others: top-dose activity change, negative = cytotoxicity, most hits filed as inhibitors; 390,000 compounds, 0.16% hits; note: % is set by controls: 0 for no effect and ±100 for the full control effect
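Cytotoxicity counterscreen: CellTiter-Fluor fluorescence was measured in A549 ARE_Fluc cells after 18-24 h of compound exposure in a concentration series. The subsequent BugLite luminescent read reports ARE-luciferase activity.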
TGFb SMAD3 inh – inhibitors of TGF-b signaling; HepG2 CAGA-GFP TGF-b/SMAD3 reporter, GFP fluorescence, 18 h; TGF-beta stimulated, 500 pg/mL final; 410,000 compounds, 1.2% hits; Potency, µM (doses to about 46.1 µM), for the others: top-dose activity, negative = inhibition, usual class: inhibitors; note: % is set by controls: 0 for no effect and ±100 for the full control effect; nearly all actives have a fitted effect of over 65% in size
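GFP signal (ex488/em500-530) from TGF-beta-stimulated HEPG2 CAGA-GFP cells, 500 pg/mL final, 18 h at 37 degrees C in DMEM plus 1% FBS, normalized to unstimulated and DMSO-stimulated controls.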
EPAC2 antag – blocks human EPAC2 exchange factor | EPAC2 GEF exchange of Rap1B-BODIPY-GDP, fluorescence | 360,000 compounds, 0.18% hits | Potency, µM (top dose mostly 114 µM), without a hit: at the highest dose activity, negative = inhibition, usual class: inhibitors | Q8WZA2 | AID 720708; note: % is set by controls: 0 for no effect and ±100 for the full control effect; nearly all actives have a fitted effect of over 45% in size; many of its hits are not listed in these tables
Target sequence (Q8WZA2 whole entry, looked up): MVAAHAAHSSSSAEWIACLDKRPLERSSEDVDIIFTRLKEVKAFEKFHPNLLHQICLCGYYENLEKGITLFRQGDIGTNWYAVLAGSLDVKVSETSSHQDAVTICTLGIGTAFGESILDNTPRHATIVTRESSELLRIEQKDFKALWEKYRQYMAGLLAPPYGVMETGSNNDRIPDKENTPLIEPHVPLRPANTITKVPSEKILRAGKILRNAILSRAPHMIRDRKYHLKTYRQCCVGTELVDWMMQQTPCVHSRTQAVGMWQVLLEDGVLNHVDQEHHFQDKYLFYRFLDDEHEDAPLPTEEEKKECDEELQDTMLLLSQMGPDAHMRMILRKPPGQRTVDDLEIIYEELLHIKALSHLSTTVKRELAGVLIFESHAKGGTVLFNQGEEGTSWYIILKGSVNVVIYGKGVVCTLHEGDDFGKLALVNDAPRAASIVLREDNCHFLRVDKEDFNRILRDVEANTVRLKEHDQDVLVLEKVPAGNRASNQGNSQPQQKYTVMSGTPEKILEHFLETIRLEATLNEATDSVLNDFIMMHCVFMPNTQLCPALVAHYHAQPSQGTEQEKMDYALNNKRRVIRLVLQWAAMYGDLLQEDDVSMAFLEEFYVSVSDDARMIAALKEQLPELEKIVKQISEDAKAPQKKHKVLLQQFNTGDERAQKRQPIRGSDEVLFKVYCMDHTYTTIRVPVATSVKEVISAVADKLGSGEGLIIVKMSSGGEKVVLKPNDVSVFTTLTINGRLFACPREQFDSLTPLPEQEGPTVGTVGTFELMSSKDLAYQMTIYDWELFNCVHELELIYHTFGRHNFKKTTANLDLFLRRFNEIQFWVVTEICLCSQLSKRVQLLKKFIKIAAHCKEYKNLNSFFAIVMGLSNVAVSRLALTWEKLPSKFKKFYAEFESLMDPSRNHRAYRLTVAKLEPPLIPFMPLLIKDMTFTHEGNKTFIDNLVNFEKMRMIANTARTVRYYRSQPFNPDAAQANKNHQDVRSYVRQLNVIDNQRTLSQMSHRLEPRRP
Nrf2 block – blocks Nrf2 signaling. Potency, µM (titrated, usually from 46 µM), for the others: top-dose activity change, negative = inhibition, usual class: inhibitors. 360,000 compounds, 2.1% hits. A549 ARE-Fluc reporter, luciferase luminescence, 18-24 h; note: % is set by controls: 0 for no effect and ±100 for the full control effect; nearly all actives have a fitted effect of over 60% in size
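A549 ARE_Fluc cells (5000/well, 5% FBS OPTI-MEM) pre-incubated 2 h, then treated with compounds 18-24 h at 37C/5% CO2 in concentration-response. CellTiter-Fluor viability read first; BugLite luciferase luminescence after 15 min at room temperature gives Nrf2 activity.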
HepG2 viability – HepG2 cytotoxicity, counter-screen for TGF-b inhibitors; HepG2 CAGA-GFP viability, ATP luminescence, 18 h; Potency, µM (titrated, usually from 46.1 µM), inactives show at the top dose activity change, negative = cytotoxicity, most hits filed as cytotoxic; 410,000 compounds, 0.76% hits; note: some results filed as inactive show a strong effect at the top dose
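HepG2 CAGA-GFP cells (1000/well, DMEM with 1% FBS) received compound, then TGF-beta at 500 pg/mL final, and were incubated 18 hours at 37 degrees C. Viability was read by CellTiter-Glo luminescence. Media-only wells were set as complete cell-killing and DMSO as no toxicity.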
ATXN2 expr inh – reduces ATXN2 reporter expression in HEK-293 cells; HEK-293 ATXN2-luciferase reporter, luminescence, 24 h; Potency, µM (top dose mostly 57 µM), without a hit: top-dose activity change, negative = inhibition, usual class: inhibitors; 360,000 compounds, 0.72% hits; note: % is set by controls: 0 for no effect and ±100 for the full control effect; nearly all actives have a fitted effect of over 55% in size
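ATXN2-luciferase reporter cells (luciferase flanked by upstream and downstream ATXN2 gene portions) were treated 24 h at 37 °C with compounds at up to 57 uM. SteadyGlo luminescence gave expression; GF-AFC fluorescence gave viability.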
* marks the source's active call; other numbers are inactive results; i = inactive; ? = inconclusive; / = no result given; & = joins results of further samples; [ ] = remark or other dose. Calls come from the whole dose curve; as a rule, active = well fitted curve in the direction sought with a large enough effect; inconclusive = small, poorly fitted or top-dose-only effect, or another doubt; inactive = no such curve, though single readings can be large; an effect the other way counts as inactive or inconclusive. Potency is the fitted concentration of half-maximal effect. These rows are one share of the data; rates above refer to the full screens.

Molecule	MCF10A rerep	S2 tox	Nrf2 ARE act	A549 viability	TGFb SMAD3 inh	EPAC2 antag	Nrf2 block	HepG2 viability	ATXN2 expr inh
Cc1cc(CNC(=O)c2cccc3c2C(=O)c2ccc(-c4ccc(F)cc4OCc4ccccc4)cc2S3(=O)=O)c(C(F)(F)F)o1	?	i	-0.5%	0%	-8%	1%	4%	-42%	8%
O=C(Nc1ccc(Oc2ccsc2C(=O)O)cc1)c1ccccc1	-6%	?	-0.2%	2%	-1%	-10%	4%	-1%	/
CCOC(=O)c1c(NC(=O)CN2CCN(C)CC2)sc(C(=O)Nc2ccccc2)c1C	21%	i	6.1%	4%	0%	8%	10%	-46%	43%[activator]
COc1ccc(CCN=C2SCC(=O)N2Cc2ccccc2)cc1OC	?	i	3.1%	3%	0%	-30%	?	0%	1%
COc1ccc(NC(=O)COC(=O)c2ccc(S(=O)(=O)N(C)c3ccccc3OC)cc2)cc1	14%	i	-0.5%	-3%	1%	1%	5%	1%	0%
Cc1onc(-c2ccccc2)c1C(=O)NCc1ccccc1F	3%	i	0.4%	0%	-14%	-17%	2%	-19%	-5%
CCOC(=O)c1cc2c(C)[nH]c(C)c2cc(C(=O)OCC)c1=O	3%	i	0.1%	6%	0%	-15%	-4%	1%	-2%
Cc1cccc(-n2cc(-c3ccccc3)c3c(NC4CCCC4)ncnc32)c1	/	/	-0.2%	11%	0%	/	/	-14%	/
CC(C)c1ccc(S(=O)(=O)N2CCN(C(=O)c3ccc(N4CCCC4)c([N+](=O)[O-])c3)CC2)cc1	?	i	-0.3%	0%	-5%	-4%	?	-2%	-5%
CC(C)C1N(C(=O)N2CCOCC2)CCN1S(=O)(=O)c1ccccc1 (centres undefined)	-9%	i	-0.5%	0%	19%	-4%	?	11%	-2%
COc1ccccc1-c1coc2c(CN3CCN(CCO)CC3)c(O)ccc2c1=O	3%	i	0.5%	-2%	5%	7%	6%	0%	5%
Cc1cc(C)cc(N(C(=O)CNC(=O)c2ccco2)C(C(=O)NC2CCCCC2)c2cccnc2)c1 (centres undefined)	-5%	i	0.0%	5%	1%	3%	5%	15%	-16%
Cc1nn(Cc2ccccc2Cl)c2sc(C(=O)NCc3ccc4c(c3)OCO4)cc12	3%	i	2.9%	-16%	8%	-3%	?	-17%	10%
CCOC(=O)c1c(C)oc2ccc(OCc3cc(C(=O)OC)oc3C)cc12	6.5µM*	i	0.3%	-3%	0%	1%	-12%	-15%	22%
Cc1ccc(N2CCn3c2nc2c3c(=O)n(CCCc3ccccc3)c(=O)n2C)cc1C	/	/	2.5%	6%	-20%	/	-2%	1%	/
CCN1C(=O)C2(SC(NC(C)=O)=NN2C(C)=O)c2cc(C)ccc21 (centres undefined)	-2%	i	-0.1%	1%	2%	1%	3%	-16%	2%
COc1ccc(C)cc1NC(=O)CSc1nc2scc(C)c2c(=O)[nH]1	18µM*	i	6.2%	6%	-13%	1%	-9%	-9%	-2%
COc1cccc(-c2nnc(-c3cc4cc(Cl)ccc4oc3=O)o2)c1	/	i	2.9%	-3%	-13%	/	35%	14%	7%
O=C(O)c1ccc(C=NNC(=O)c2cccc3ccccc23)cc1	-1%	i	0.3%	-2%	-22%	7%	6%	3%	4%
Cc1coc(C)c1C(=O)CC1(O)C(=O)Nc2cc(Cl)cc(Cl)c21 (centres undefined)	11%	i	3.6%	-10%	0%	-1%	-17%	-18%	5%
O=C(Cc1ccccc1)NNC(=O)Nc1cccc(Cl)c1	-1%	i	-0.2%	-6%	15%	-2%	-19%	2%	1%
COc1ccc(NC(=O)O/N=C/c2c(C)nn(C(C)(C)C)c2C)cc1	7%	i	-0.2%	-3%	-12%	9%	?	-20%	/
CCN(C(=O)CCS(=O)(=O)c1cccc2nonc12)c1ccc(C)c(C)c1	8%	i	0.2%	1%	-26%	2%	-5%	-4%	4%
COc1cccc(N(C(=O)CNC(=O)c2ccco2)C(C(=O)NC2CCCCC2)c2ccncc2)c1 (centres undefined)	0%	i	0.3%	-5%	4%	11%	4%	-4%	2%
COCCCNC(=O)c1ccc2nc([C@@H]3O[C@H](CO)[C@H](O)[C@H](O)[C@H]3O)[nH]c2c1	/	i	-1.0%[9.22 µM]	/	-7%	5%	/	17%	16%
O=C(NCCSCc1ccccc1Cl)C1CCN(S(=O)(=O)Cc2ccccc2)CC1	/	?	-0.3%	0%	-15%	/	-4%	-17%	-1%
O=C(N/N=C/c1cn(-c2ccccc2)nc1-c1ccc2c(c1)OCCO2)c1ccncc1	18%	i	1.8%	-4%	-6%	1%	?	-13%	10%
C/C(CCc1ccccc1)=N\NC(=O)COc1ccccc1C	14%	i	0.6%	-11%	5%	-7%	8%	1%	1%
Cn1c(C(=O)c2ccccc2)nc2ccccc21	0%	i	?	-4%	12%	-17%	?	-10%	67%[activator]
CCOc1ccccc1NC(=O)Nc1cccc(NC(C)=O)c1	0%	i	-0.9%	9%	8%	3%	-14%	0%	-3%
COc1ccc(-c2noc(-c3ccc(NC4CCCCC4)c([N+](=O)[O-])c3)n2)cc1	/	i	-0.1%	-1%	-2%	/	13%	1%	0%
O=C(CSc1nnc2scc(-c3ccccc3)n12)Nc1nsc(-c2ccc(Cl)cc2)n1	1%	i	0.4%	-13%	3%	1%	?	-30%	-21%
CC(C)N(C(=O)Cn1cc(S(=O)(=O)CC(=O)NCCc2ccccc2)c2ccccc21)C(C)C	/	i	0.2%	/	3%	1%	/	0%	/
COc1ccc(-c2noc(CSc3nnc(-c4ccncc4)n3-c3ccc(OC)cc3)n2)cc1	/	i	5.0%	0%	-9%	/	?	-19%	5%
O=C(CN1C(=O)c2ccccc2C1=O)NCC(=O)Nc1ccccc1	-2%	i	-0.3%	18%	?	-2%	-4%	5%	-10%
Cc1ccc2nc(Cl)c3cc(C(=O)N(C)C4CCCCC4)sc3c2c1	/	/	3.8%	0%	14%	/	5%	-4%	/
CCN(c1ccccc1)S(=O)(=O)c1ccc2c(c1)CCCN2C(C)=O	8%	i	0.2%	1%	6%	0%	3%	1%	9%
Cc1nc(C)c(C(=O)N/N=C/c2cc(Br)ccc2O)s1	?	?	-1.5%	-11%	?	-9%	-8%	-9%	/
COc1cc(NC(=O)c2cc(OC)c(OC)c(OC)c2)c(OC)cc1NC(=O)CN1CCCCC1	0%	i	2.3%	3%	1%	-3%	-19%	-48%	8%
C1=C[C@H]2CCCN3CC[C@@H]([C@@H]2[C@]32CO2)[C@H]1CCOCc1ccccc1	/	?	4.0%	/	/	-1%	/	/	-14%
C=CCOC(=O)COc1ccc2c3c(c(=O)oc2c1)CCCC3	/	i	5.9%	/	-10%	-20%	/	3%	/
COc1cccc(CNS(=O)(=O)c2ccc3c(c2)CC(C)N3C(=O)C2CCC2)c1 (centres undefined)	8%	i	-0.5%&4.5%	-9%&-15%	?	-6%	12µM*	-15%&-18%	-11%&-19%
O=C(CCN1CCCCO1)NC1CCCc2c1cnn2-c1ccc(F)cc1F (centres undefined)	/	i	-0.2%	/	-7%	-2%	/	-13%	/
Cc1cccnc1C(NC(=O)C1CCN(Cc2ccc(Oc3ccccc3)cc2)CC1)c1ccccc1 (centres undefined)	/	?	0.6%	/	?	7%	/	-40%	?
FC(F)(F)c1cc(-c2ccc(Cl)cc2)nc2ncnn12	-3%	i	3.6%	-1%	-22%	1%	-11%	-20%	1%
O=[N+]([O-])c1ccc(Oc2cnc3ccccc3n2)cc1	0%	i	-0.3%	-6%	-12%	6%	12%	-1%	34%
CCOC(=O)CC(=O)CSc1nc(N)c(C#N)c(-c2ccc(Cl)cc2)c1C#N	0%	i	-0.9%	-1%	?	-11%	1%	-8%	-1%
CCc1ccccc1Nc1nn2c(=O)c3ccc(C(=O)NC4CCC(C)CC4)cc3nc2s1 (centres undefined)	/	i	0.4%	11%	-10%	/	3%	-34%	?
CCOc1ccc(CCNC(=O)CN2C(=O)NC3(CCCC3)C2=O)cc1OCC	-1%	i	-0.6%	0%	4%	0%	3%	2%	4%
Cc1nc(C2CC(=O)OC23CCCCC3)cs1 (centres undefined)	-5%	i	0.1%	2%	-16%	6%	0%	-3%	2%
CCOC(=O)N1CCN(C(=O)COc2ccc(S(=O)(=O)NC(C)C)cc2)CC1	3%	i	0.2%	5%	-5%	4%	13%	-2%	4%
Cc1cccc(C(=O)NCC(=O)N(C)CC(=O)Nc2ccc(N3CCOCC3)cc2)c1	11%	i	-0.2%	0%	1%	10%	7%	0%	3%
CCC(C)N(C)C1CCN(C(=S)Nc2ccc(OC)cc2)CC1 (centres undefined)	0%	i	0.1%	5%	4%	5%	-1%	4%	9%
CC1CCC(C(C)C)C(OC(=O)COC(=O)c2cccn2C)C1 (centres undefined)	?	i	0.0%	12%	-1%	-2%	4%	-78%	1%
CCN(CC)CCCNC(=O)c1cc(-c2ccccc2)c(N2CCCCC2)s1	17%	i	-0.2%	?	4%	-6%	-1%	10%	10%

Single records (already shown):
`CCOC(=O)CC(=O)CSc1nc(N)c(C#N)c(-c2ccc(Cl)cc2)c1C#N` as listed: MCF10A rerep: 0%; S2 tox: i; Nrf2 ARE act: -0.9%; A549 viability: -1%; TGFb SMAD3 inh: ?; EPAC2 antag: -11%; Nrf2 block: 1%; HepG2 viability: -8%; ATXN2 expr inh: -1%
`C=CCOC(=O)COc1ccc2c3c(c(=O)oc2c1)CCCC3` as listed: MCF10A rerep: /; S2 tox: i; Nrf2 ARE act: 5.9%; A549 viability: /; TGFb SMAD3 inh: -10%; EPAC2 antag: -20%; Nrf2 block: /; HepG2 viability: 3%; ATXN2 expr inh: /
